Assay outcomes from PubChem.
Abeta yeast res: qHTS for compounds that reverse cellular toxicity of Amyloid beta (A-beta) peptide in yeast: Primary Screen; 0.063% of 410,000 active; Potency, µM (series often up to 46.1 µM), without a hit: at the highest dose growth rescue, actives largely listed as activators; yeast expressing A-beta42, growth rescue, OD600, 48 h; response scale: 0% DMSO, 100% iron-clioquinol control; further: potency means the concentration at half of the fitted maximal effect; nearly all actives have a fitted effect of over 55% in size
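Yeast A-beta toxicity model in growth medium with pinned compounds, 48 h at 30 C; growth read as absorbance at 600 nm. Normalized to FeCl3/clioquinol equimolar mix (positive) and DMSO (negative).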
aSyn yeast inh: qHTS of alpha-syn Inhibitors; Yeast expressing alpha-synuclein, growth rescue, BacTiter-Glo, 24 h; Potency, µM (series often up to 46.1 µM), inactives show top-dose growth rescue (activation), actives largely listed as activators; 0.14% of 370,000 active; further: potency means the concentration at half of the fitted maximal effect; % of control where 0% means no effect; nearly all actives have a fitted effect of over 65% in size
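Galactose-induced alpha-syn yeast (OD600=0.02, raffinose-pregrown) + pinned cpd, 24 hr, 30 deg C; growth by BacTiter-Glo luminescence. Growth restoration scores as activation.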
PTHR1 agonist: qHTS for PTHR1 Agonists: Primary Screen. Parathyroid hormone/parathyroid hormone-related peptide receptor (Homo sapiens), Q03431. HEK293 GP2 PTHR1 cells, GloSensor cAMP luminescence, 1 h. Potency, µM (top dose mostly 115 µM), inactives show at the highest dose activation, actives largely listed as activators. 0.075% of 410,000 active; further: potency means the concentration at half of the fitted maximal effect; nearly all actives have a fitted effect of over 55% in size; some results filed as inactive show a strong effect at the top dose; inactives centre near -15; many of its hits are not listed in these tables
Target sequence (Q03431 whole entry, looked up): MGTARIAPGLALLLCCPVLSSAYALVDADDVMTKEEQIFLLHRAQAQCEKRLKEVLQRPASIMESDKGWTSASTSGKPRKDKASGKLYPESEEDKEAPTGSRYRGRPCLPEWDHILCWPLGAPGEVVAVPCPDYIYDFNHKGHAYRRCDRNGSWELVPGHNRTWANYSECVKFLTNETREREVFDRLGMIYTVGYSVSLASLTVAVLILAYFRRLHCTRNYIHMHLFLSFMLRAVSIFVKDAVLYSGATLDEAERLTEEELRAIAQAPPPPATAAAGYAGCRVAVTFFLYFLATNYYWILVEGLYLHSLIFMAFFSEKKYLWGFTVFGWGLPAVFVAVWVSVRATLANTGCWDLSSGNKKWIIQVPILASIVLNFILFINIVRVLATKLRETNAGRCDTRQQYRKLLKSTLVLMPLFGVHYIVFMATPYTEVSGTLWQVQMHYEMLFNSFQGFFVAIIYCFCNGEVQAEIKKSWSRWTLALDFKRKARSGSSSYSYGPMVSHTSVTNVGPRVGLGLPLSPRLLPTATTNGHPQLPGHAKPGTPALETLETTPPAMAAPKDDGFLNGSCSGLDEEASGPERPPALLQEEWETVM
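HEK-293-derived GP2 cells expressing PTHR1 and a GloSensor cAMP reporter, 3,000/well, plated overnight, given luciferin plus IBMX (each 0.5 mM as added) for 1 h at 37 °C, then compound for 1 h at 37 °C. Luminescence was read after 15 min at room temperature.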
TDP-43 yeast inh: qHTS of TDP-43 Inhibitors | TDP-43 expressing yeast growth rescue, BacTiter-Glo, 24 h | 1.8% of 410,000 active | Potency, µM (top dose mostly 46.1 µM), inactives show at the top dose growth rescue (activation), usual class: activators; further: potency means the concentration at half of the fitted maximal effect; % of control where 0% means no effect; nearly all actives have a fitted effect of over 50% in size
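Yeast expressing TDP-43 (pregrown in raffinose, seeded at OD600=0.02 in galactose medium) exposed to compounds 24 hr at 30 deg C. Growth read by BacTiter-Glo luminescence; rescue of toxicity appears as increased signal.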
GLP1R inv ag: qHTS of GLP-1 Receptor Inverse Agonists (Inhibition Mode); Glucagon-like peptide 1 receptor (Homo sapiens), P43220; AID 624417, 2012; Potency, µM (series often up to 38.3 µM), for the others: top-dose activity change, negative = inhibition, actives largely listed as inhibitors; 1.6% of 410,000 active; HEK293 GLP-1R CRE-luciferase, luminescence, 24 h; GLP-1R form is constitutively active; further: potency means the concentration at half of the fitted maximal effect; on the % scale 0 is the no-effect control and ±100 the full control effect; nearly all actives have a fitted effect of over 55% in size
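Seeding at 200 cells/uL, 12 h culture, 24 hr compound treatment, then luciferase reagent and a luminescence read; cells are HEK293 stably expressing a constitutively active GLP-1R plus cAMP-responsive luciferase.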
FUS suppressor: qHTS for Suppressors of FUS Proteinopathy: Primary screen using FUS-linked yeast assay | 0.24% of 390,000 active | S. cerevisiae FUS-expressing, growth rescue, OD600, 24 h | Potency, µM (doses to about 76.6 µM), without a hit: at the top dose growth rescue (activation), usual class: activators;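 further: potency means the concentration at half of the fitted maximal effect; plate controls were DMSO vehicle for no effect and reference control for full effect; nearly all actives have a fitted effect of over 55% in size; some results filed as inactive show a strong effect at the top dose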
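Toxicity suppression screen in FUS-yeast. Cells induced with 2% galactose, starting OD 0.005, treated 24hr at 30C with compounds at multiple final concentrations; growth by OD600.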
pAkt inh: HTS Assay for Inhibitors of Akt Phophorylation: Primary Screen. activity change, % for hits at 50 µM. 0.32% of 360,000 active. Neuro2A IGF-stimulated pAkt S473 HTRF, 20 min; stronger effect = lower value; in the data active means activity change below about -80%; inconclusive means mostly about -51% to -80%; further: on the % scale 0 is the no-effect control and ±100 the full control effect
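Neuro2A cells in DMEM with 0.5% FBS, overnight at 37 deg C, given compound at single 50 µM final, then IGF (6 nM final) for 20 min at 37 deg C. Lysed; phospho-Akt Ser473 by HTRF after 24 h, 665/615 ratio.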
GLP-1R agonist: qHTS of GLP-1 Receptor Agonists | Glucagon-like peptide 1 receptor (Homo sapiens), P43220 | HEK293 GLP-1R CRE-luciferase, luminescence, 4-6 h; cells express a hypersensitive GLP-1R form | Potency, µM (top dose mostly 45.6 µM), for the others: at the top dose activation, hits mostly activators | 0.007% of 380,000 active | AID 624172, 2012; further: potency means the concentration at half of the fitted maximal effect; % of control where 0% means no effect
DRD3 antagonist: qHTS of D3 Dopamine Receptor Antagonist: qHTS. D3R cells, DiscoveRx beta-arrestin luminescence, antagonist mode; stronger effect = lower value. D(3) dopamine receptor (Homo sapiens), P35462. max response, negative = inhibition, %. 2.5% of 360,000 active; in the data active means max response below about -50%; inconclusive means no clear call, values can overlap the other calls; further: on the % scale 0 is the no-effect control and ±100 the full control effect; mostly tested at two doses, the higher about 12 µM
Target sequence (P35462 whole entry, looked up): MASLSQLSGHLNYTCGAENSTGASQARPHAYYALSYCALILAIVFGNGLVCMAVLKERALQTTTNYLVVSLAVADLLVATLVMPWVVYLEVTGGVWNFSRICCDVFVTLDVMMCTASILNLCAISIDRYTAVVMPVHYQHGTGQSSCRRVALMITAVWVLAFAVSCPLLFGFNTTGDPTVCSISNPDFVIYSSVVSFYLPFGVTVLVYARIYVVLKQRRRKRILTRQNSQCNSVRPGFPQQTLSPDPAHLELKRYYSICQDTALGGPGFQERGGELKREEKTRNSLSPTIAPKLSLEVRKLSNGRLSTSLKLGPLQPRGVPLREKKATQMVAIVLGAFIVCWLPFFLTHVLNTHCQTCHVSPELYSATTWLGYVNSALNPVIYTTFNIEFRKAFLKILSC
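Cells expressing the human receptor were seeded at 1500 cells/well, incubated overnight at 37 degrees C in 5% CO2, then exposed to library compounds with dopamine controls for 90 minutes at 37 degrees C before luminescent detection.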
* marks the source's active call; other numbers are inactive results; i = inactive; ? = inconclusive; nt = no result given; [ ] = dose if it differs, or a comment. Unless noted, the call rests on the fitted dose curve; in most records, active means well fitted curve in the direction sought with a large enough effect; inconclusive means small, poorly fitted or top-dose-only effect, or another doubt; inactive means no such curve, though single readings can be large; an effect the other way counts as inactive or inconclusive.

SMILES	Abeta yeast res	aSyn yeast inh	PTHR1 agonist	TDP-43 yeast inh	GLP1R inv ag	FUS suppressor	pAkt inh	GLP-1R agonist	DRD3 antagonist
COCCn1c(-c2ccc(Br)cc2)csc1=Nc1cccnc1	-4%	9%	-40%[inhibitor]	17%	?	?	i	11%	7
CCOC(=O)CC(=O)CSc1nc2ccccc2c(=O)n1-c1ccc(C(=O)N2CCOCC2)cc1	-3%	-1%	-5%	-10%	18%	29%	i	4%	5
Cn1c(C(=O)N2CCc3ccccc3C2)cc2c(=O)n3ccccc3nc21	-5%	12%	-4%[57.5 µM]	22%	?	8%	i	21%	-17
O=C(NCCN1CCN(c2ccccc2)CC1)c1cccn2c(=O)c3ccccc3nc12	4%	0%	-14%	-2%	37%[activator]	5%	i	15%	10
CCOC(=O)C1(C(=O)O)NC(=O)CC1c1ccccc1 (configuration not stated)	13%	0%	i	-7%	26%	-4%	i	1%	15
O=C(NCc1ccccc1C(F)(F)F)C1CC(O)CN1C(=O)Nc1ccccc1 (configuration not stated)	9%	-10%	i	10%	2%	4%	i	9%	61
CC1(C)Cc2nc(N3CCOCC3)c(C#N)cc2CO1	-5%	-5%	i	-2%	9%	35%	i	-1%	-19
COc1ccc(OCC(=O)Nc2ccc3c(c2)nc(CCN2CCN(c4ccccn4)CC2)n3C)cc1	-5%	11%	-53%[inhibitor]	6%	10%	-12%	i	9%	-10
CCOCCCNC(=O)C1(O)c2cc(Br)ccc2NC(=O)N1c1ccc(C)c(C)c1 (configuration not stated)	13%	4%	i	-1%	0%	-14%	i	10%	15
COc1cccc(N2CCN(c3ccc4nnc(CCC(=O)Nc5ccc(F)cc5F)n4n3)CC2)c1	-2%	-1%	13%	-16%	0%	11%	i	1%	-17
Cc1cccc(NC(=O)CSc2nnc(-c3ccc(S(=O)(=O)N4CCCC4)cc3)o2)c1	-2%	-4%	-10%[57.5 µM]	0%	8%	23%	nt	5%	28
COC(=O)CN(c1ccc(Cl)cc1C)S(C)(=O)=O	-3%	2%	i	-13%	14%	5%	i	6%	-6
COc1ccc(OCc2nc(N)nc(Nc3cccc(C)c3C)n2)cc1	13%	-2%	-2%	4%	4%	-9%	i	15%	-8
CCCCn1c(N)c(N(CC(C)C)C(=O)c2ccc(S(=O)(=O)N3CCC(C)CC3)cc2)c(=O)[nH]c1=O	-2%	2%	-19%	25%	-2%	14%	i	1%	-4
O=C1c2ccc(Cl)cc2S(=O)(=O)c2cccc(C(=O)N3CCC(Cc4ccccc4)CC3)c21	6%	2%	-38%[inhibitor]	?	27%	?	i	-11%	8
Cc1cc(NC(=O)CSc2nnc(C)n2-c2ccccc2C)no1	-10%	-5%	i	21%	9%	20%	i	0%	-8
Cc1ccc(NC(=O)CN(C)C(=O)/C=C/c2cccc(F)c2)cc1	-8%	4%	-3%	-16%	-10%	2%	i	12%	-22
CN(CCC#N)C(=O)COC(=O)c1c2c(nc3ccccc13)/C(=C\c1ccco1)CC2	4%	16%	-9%	30%	-28%	?	i	12%	26
C=CCSc1nc2c(c(=O)[nH]c(=O)n2C)n1Cc1ccc(C)cc1	-1%	9%	i	14%	77%[activator]	-29%	i	-6%	28
COc1ccc(C(=O)COC(=O)Cn2cnc3c2c(=O)n(C)c(=O)n3C)c(OC)c1	14%	0%	i	25%	21%	9%	i	4%	14
Cc1cccc(NC(=O)c2cc3ccccc3o2)c1	3%	-8%	-24%[57.5 µM]	11%	0%	5%	i	-6%	-18
CC(C)C(=O)Nc1ccc(C(=O)Nc2ccc(Br)cc2F)cc1	2%	0%	-16%	2%	9%	1%	i	-8%	4
CCCNC(=O)C[C@H]1CC[C@@H]2[C@H](COC[C@@H](O)CN2C(=O)c2ccccn2)O1	-4%	0%	i	17%	10%	-14%	i	nt	-17
COc1ccc(NC(=O)Cn2c(=O)oc3cc(S(=O)(=O)N4CCC(C)CC4)ccc32)c(OC)c1	-11%	nt	-4%	5%	-21%	-9%	nt	nt	nt
COc1ccc2c(c1)CC(C1(O)C(=O)Nc3ccccc31)C2=O (configuration not stated)	2%	0%	i	0%	-7%	13%	i	0%	34
Cn1c(N)c(C(=O)COC(=O)c2cc3ccccc3cc2O)c(=O)n(C)c1=O	-4%	-6%	i	-18%	3%	nt	i	0%	17
CN1CCC(=O)N([C@H](CSc2ccc(Br)cc2)c2ccccc2)CC1	-13%	0%	-38%[inhibitor]	-3%	-26%	0%	i	11%	-12
CCN(CC)CCOc1ccc2c(c1)C(=NNC(=O)c1ccccn1)c1cc(OCCN(CC)CC)ccc1-2	?	?	i	16%	?	8%	i	-5%	-14
CCOc1cc(S(=O)(=O)N2CCN(CC)CC2)ccc1Cl	17%	3%	i	0%	-3%	-10%	i	-3%	-8
CCCCC1NC(=S)N(C2CCCCC2)C1=O (configuration not stated)	-8%	-2%	i	0%	?	-7%	i	2%	1
Cn1cnnc1Sc1cc(N2CCN(S(=O)(=O)c3ccccc3)CC2)ccc1[N+](=O)[O-]	-12%	1%	i	6%	?	19%	i	5%	2
CCCCCCCC(=O)OC(CN1CCCCC1)CN1CCCC1=O (configuration not stated)	-28%	5%	-20%	-18%	5%	-22%	i	-8%	-22
CCOc1ccccc1N1CCN(S(=O)(=O)CC)CC1	-6%	-7%	-21%[57.5 µM]	-8%	2%	?	i	-3%	0
O=[N+]([O-])c1ccc(Cl)c(S(=O)(=O)Nc2ccc(-c3ccc(N4CCOCC4)nn3)cc2)c1	-1%	-3%	i	-8%	18%	13%	i	3%	-8
O=C(O)c1cc(C(=O)C2CCCCC2)c[nH]1	-7%	0%	i	-15%	-8%	-15%	i	8%	-2
Cc1ccc(NC(=O)CN(C)S(=O)(=O)c2cnc[nH]2)cc1	-4%	nt	i	9%	4%	-11%	nt	nt	nt
CC(Sc1nnc2ccccn12)C(=O)NCc1ccc2c(c1)OCO2 (configuration not stated)	16%	-2%	-14%	2%	12%	-36%	i	-2%	-12
O=C1NC(=O)/C(=C\c2ccc(OCc3ccccc3)cc2)S1	-10%	12%	i	14%	22%	-25%	i	-1%	0
COc1ccc2cc3cc(C(=O)Nc4cc(C)c(Cl)cc4OC)oc3nc2c1	-7%	nt	i	-2%	15%	-30%	nt	-2%	nt
Cc1cc(/C=C(\C#N)C(=O)OCC(=O)N(C)c2c(N)n(Cc3ccccc3)c(=O)[nH]c2=O)c(C)n1CC(C)C	-3%	0%	-4%	-1%	18%	?	i	10%	-12
CCc1ccc(N(C(=O)CNC(=O)c2cccs2)C(C(=O)NC(C)(C)C)c2cc(OC)c(OC)c(OC)c2)cc1 (configuration not stated)	1%	6%	-8%	-12%	2%	0%	i	-5%	7
CC(=O)Oc1cc2c(cc1Cl)C1(CC(c3ccccc3Cl)O2)CC(C)(C)NC(=S)N1 (configuration not stated)	?	11%	i	0%	?	41%	i	-11%	-26
Cc1cc(C(=O)C(C)OC(=O)c2cnccn2)c(C)n1-c1ccccc1 (configuration not stated)	-1%	-8%	i	20%	7%	13%	i	-4%	3
CC(C)CCN1C(=O)c2ccc(C(=O)Nc3cccc(S(N)(=O)=O)c3)cc2C1=O	1%	2%	-23%	-13%	-9%	nt	i	-8%	5
CCC(C)(C(=O)NC1CCCCC1)N(C)C(=O)c1ccc2c(c1)OCO2 (configuration not stated)	-3%	-4%	?	-4%	-2%	15%	i	0%	-20

Single records (already shown). Order of values: Abeta yeast res	aSyn yeast inh	PTHR1 agonist	TDP-43 yeast inh	GLP1R inv ag	FUS suppressor	pAkt inh	GLP-1R agonist	DRD3 antagonist
`O=C(O)c1cc(C(=O)C2CCCCC2)c[nH]1` as listed: -7%	0%	i	-15%	-8%	-15%	i	8%	-2
`O=C1NC(=O)/C(=C\c2ccc(OCc3ccccc3)cc2)S1` as listed: -10%	12%	i	14%	22%	-25%	i	-1%	0

Next records.
SMILES	Abeta yeast res	aSyn yeast inh	PTHR1 agonist	TDP-43 yeast inh	GLP1R inv ag	FUS suppressor	pAkt inh	GLP-1R agonist	DRD3 antagonist
COCCn1cc(C(=O)N2CCCC(C)C2)c2c3ccccc3n(C)c2c1=O (configuration not stated)	-3%	11%	0%[57.5 µM]	-14%	9%	34%	i	3%	12
Cc1ccc(C)c(OCCC(=O)OCC(=O)NCc2ccccc2)c1	0%	3%	-22%	-17%	0%	9%	i	15%	-4
O=C1NC[C@H](CC2CCCCC2)N(CCc2cccc(F)c2)C1=O	-6%	-2%	15%	4%	0%	8%	i	2%	-17
CCOn1c(=O)c(-c2cccc([N+](=O)[O-])c2)[n+]([O-])c2ccccc21	-3%	0%	i	4%	16%	-10%	i	6%	6
Cc1ccc(CN2CCCn3nc(C(=O)NCc4ccccc4Cl)cc3C2=O)cc1	-2%	nt	-26%	19%	?	5%	nt	nt	nt
O=C(NCc1ccccc1)c1cccc(NC(=O)c2ccco2)c1	7%	-16%	i	20%	?	nt	i	-3%	3
Cc1ccc(NC(=O)C(c2ccccc2)N2Cc3ccccc3C2=O)cc1Cl (configuration not stated)	-7%	nt	4%	24%	0%	-5%	nt	nt	nt

2 entries picked at random from those above:
SMILES	Abeta yeast res	aSyn yeast inh	PTHR1 agonist	TDP-43 yeast inh	GLP1R inv ag	FUS suppressor	pAkt inh	GLP-1R agonist	DRD3 antagonist
CC(=O)Oc1cc2c(cc1Cl)C1(CC(c3ccccc3Cl)O2)CC(C)(C)NC(=S)N1 (configuration not stated)	?	11%	i	0%	?	41%	i	-11%	-26
COc1ccc(NC(=O)Cn2c(=O)oc3cc(S(=O)(=O)N4CCC(C)CC4)ccc32)c(OC)c1	-11%	nt	-4%	5%	-21%	-9%	nt	nt	nt

An excerpt; the hit share may differ from the screen's.
